MgcRacGAP inhibition – MgcRacGAP GTPase-activating activity inhibitors, confirmation, biochemical, ADP Hunter fluorescence; MgcRacGAP-stimulated Rac1 GTP hydrolysis, ADP Hunter fluorescence; higher % means a stronger effect; GST-tagged Rac1 F28L mutant substrate; inhibition, % at 30 µM; hits with a dose series show IC50 in µM; 340,000 compounds, 0.6% hits;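 active = first-screen hits whose inhibition reached a set limit at any dose in the follow-up dose series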;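 note: fluorescence reports GDP produced by GAP-driven GTP hydrolysis; strong numbers were not always called active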
T cell HTS – modulates CD8 T cell binding to vesicles. 2C CD8+ T cell-vesicle binding, flow cytometry; hits give low values. calls only at 7 µM. 330,000 compounds, 0.068% hits;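 active = response, share of CD8 T cells binding vesicles, and their 90th percentile fluorescence all below set limits, cut at about 80% in these data, passing the limit was not always enough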
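System: murine 2C transgenic CD8+ T lymphocytes; also added: QL9-loaded Drosophila micro-vesicles; times: binding 1.5 h at 37 °C; measured by: flow cytometry, PE anti-B7-1 (FL2) versus Alexa647 anti-CD8 (FL8), PFA-fixed; control set: Peptide-free naked vesicles (low) and QL9 vesicles with 0.7% DMSO vehicle (high)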
NTR1 ag – agonists of NTR1, primary screen, imaging, U2OS cells, beta-arrestin-GFP, high content (AID 493036); P30989; NTR1-U2OS beta-arrestin-GFP spot imaging, agonist mode; activation, % at 20 µM; 330,000 compounds, 0.17% hits;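 active = activation at or above 40% of the spot to cytoplasm intensity ratio, with at least 20 cells analyzed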;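 note: 0% = DMSO without peptide and 100% = 100 nM NTR1 peptide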
Target sequence (P30989 whole entry, looked up): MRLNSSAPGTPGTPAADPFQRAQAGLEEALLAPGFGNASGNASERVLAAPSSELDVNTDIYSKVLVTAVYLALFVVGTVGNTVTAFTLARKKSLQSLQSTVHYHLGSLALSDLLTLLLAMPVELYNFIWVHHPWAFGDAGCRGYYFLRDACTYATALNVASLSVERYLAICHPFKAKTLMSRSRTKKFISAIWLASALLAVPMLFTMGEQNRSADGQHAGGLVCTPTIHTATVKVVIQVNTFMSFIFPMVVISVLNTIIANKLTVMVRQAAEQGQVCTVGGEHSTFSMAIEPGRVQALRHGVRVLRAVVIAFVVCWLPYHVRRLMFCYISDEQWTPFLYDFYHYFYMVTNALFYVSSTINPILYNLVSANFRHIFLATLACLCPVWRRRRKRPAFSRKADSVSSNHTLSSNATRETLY
T cell HTS vesicle-bound % – also measured in T cell HTS; calls as there; double positive events, %; measured here: CD8+ vesicle-bound cell fraction;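 binding gate set so that unloaded-vesicle control wells show 10% double positive cells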
NTR1 ag cell count 20 µM – also measured in NTR1 ag; calls as there; cell count; measured here: cell count, cytotoxicity flag
* marks the source's active call; other numbers are inactive results; i = inactive; & = joins results of further samples. These rows are one share of the data; count on the stated rates, not on these rows.

A first look, 2 compounds:
Short keys – A = MgcRacGAP inhibition; B = T cell HTS; C = T cell HTS vesicle-bound %; D = NTR1 ag; E = NTR1 ag cell count 20 µM
C[C@]12CCC3C(CC[C@H]4CC(=O)CC[C@]34C)C1CCC2=O (stereo partly specified)
  A: -5.6% | B: i | C: 34.9 | D: -1.5 | E: 49
COC(=O)C1=C(c2cccc(C#N)c2)C[C@@H]2CC[C@H]1N2C(=O)N1CCOCC1
  A: -9.0% | B: i | C: 7.8 | D: -0.4 | E: 73

The list itself, previewed entries included:
Short keys – A = MgcRacGAP inhibition; B = T cell HTS; C = T cell HTS vesicle-bound %; D = NTR1 ag; E = NTR1 ag cell count 20 µM
C[C@]12CCC3C(CC[C@H]4CC(=O)CC[C@]34C)C1CCC2=O (stereo partly specified)
  A: -5.6% | B: i | C: 34.9 | D: -1.5 | E: 49
COC(=O)C1=C(c2cccc(C#N)c2)C[C@@H]2CC[C@H]1N2C(=O)N1CCOCC1
  A: -9.0% | B: i | C: 7.8 | D: -0.4 | E: 73
CCN(C(=O)COC(=O)Cc1ccccc1)c1c(N)n(Cc2ccccc2)c(=O)[nH]c1=O
  A: 2.5% | B: i | C: 27.2 | D: 3.3 | E: 58
C/C=C/c1ccc2c(c1)OCO2
  A: 4.3% | B: i | C: 27.9 | D: 1.2 | E: 41
COc1cc(-c2ccc(N)c(OC)c2)ccc1N
  A: 9µM* | B: i | C: 25.8 | D: -1.7 | E: 77
COC(=O)C1=C(c2ccc(S(C)(=O)=O)cc2)C[C@@H]2CC[C@H]1N2C
  A: 9.7% | B: i | C: 57.9 | D: 1.5 | E: 52
CC(C)CC(N(C)C)C1(c2ccc(Cl)cc2)CCC1 (stereo unspecified)
  A: 5.8%&1.1% | B: i | C: 8.9&6.9 | D: -1.6&-0.9 | E: 37&66
COC(=O)[C@@H](c1ccccc1)C1CCCCN1 (stereo partly specified)
  A: 0.1% | B: i | C: 3.6 | D: -0.5 | E: 56
COC(=O)C1=C(c2ccc(F)cc2OCc2ccccc2)C[C@@H]2CC[C@H]1N2C(=O)NCc1ccc(Cl)cc1
  A: 8.8% | B: i | C: 15.3 | D: 2.3 | E: 31
COC(=O)C1=C(c2ccc(OC)c(OC)c2)C[C@@H]2CC[C@H]1N2C(=O)N1CCC(O)CC1
  A: 1.9% | B: i | C: 31.7 | D: -0.4 | E: 76
COC(=O)C1=C(c2ccc(C(C)=O)cc2)C[C@@H]2CC[C@H]1N2C(=O)N1CCCC1
  A: 11.9% | B: i | C: 36.4 | D: 0.2 | E: 61
C[C@]12CCC(=O)C=C1CCC1C2CC[C@@]2(C)C1CC[C@@H]2O (stereo partly specified)
  A: -1.9% | B: i | C: 26.1 | D: -0.1 | E: 53
Cc1ccccc1[N+](=O)[O-]
  A: 4.8% | B: i | C: 29.9 | D: -0.8 | E: 45
COC(=O)C1=C(c2ccc(OC(F)(F)F)cc2)C[C@@H]2CC[C@H]1N2C(=O)NC1Cc2ccccc2C1
  A: 7.8% | B: i | C: 37.0 | D: 4.7 | E: 73
O=C/C=C/c1ccccc1
  A: -1.3% | B: i | C: 5.7 | D: -1.6 | E: 56
Cc1nn(C)cc1/C=C1/CC2C3CC=C4CC(O)CCC4(C)C3CCC2(C)C1=O (stereo unspecified)
  A: -1.0% | B: i | C: 52.9 | D: 4.5 | E: 78
C=C[C@@H]1C2=CCOC(=O)C2=CO[C@H]1O[C@@H]1O[C@H](CO)[C@@H](O)[C@H](O)[C@H]1O
  A: 10.3% | B: i | C: 43.7 | D: 2.6 | E: 69
COC(=O)C1=C(c2ccc(F)cc2OCc2ccccc2)C[C@@H]2CC[C@H]1N2C(=O)N1CCC(O)(c2ccc(Cl)cc2)CC1
  A: 10.9% | B: i | C: 9.3 | D: 2.2 | E: 46
CN(C)C1(CNC(=O)c2ccc(NS(=O)(=O)c3ccc(Cl)c(Cl)c3)cc2)CCCCC1
  A: -0.6% | B: i | C: 25.7 | D: 3.4 | E: 87
COC(=O)C1=C(c2cccc(OCc3ccccc3)c2)C[C@@H]2CC[C@H]1N2C(=O)NCCOc1ccccc1Cl
  A: 9.0% | B: i | C: 54.9 | D: 0.3 | E: 56
COC(=O)C1=C(c2ccc(F)cc2F)C[C@@H]2CC[C@H]1N2C(=O)NCc1ccco1
  A: 10.1% | B: i | C: 37.7 | D: -0.1 | E: 41
CC(C)[C@]12CC(=O)[C@H](C)[C@H]1C2
  A: -0.3% | B: i | C: 26.1 | D: -0.5 | E: 53
COCCNC(=O)N1[C@H]2CC[C@@H]1C(C(=O)OC)=C(c1cccc(C#N)c1)C2
  A: 3.5% | B: i | C: 36.2 | D: -1.2 | E: 79
COC(=O)C1=C(c2ccc(-c3ccccc3)c(F)c2)C[C@@H]2CC[C@H]1N2C(=O)NCCNC(C)=O
  A: 8.0% | B: i | C: 14.6 | D: -0.8 | E: 41
COCCNC(=O)N1[C@H]2CC[C@@H]1C(C(=O)OC)=C(c1ccc(-c3ccccc3)c(F)c1)C2
  A: 9.3% | B: i | C: 30.5 | D: -2.0 | E: 56

2 entries picked at random from those above:
Short keys – A = MgcRacGAP inhibition; B = T cell HTS; C = T cell HTS vesicle-bound %; D = NTR1 ag; E = NTR1 ag cell count 20 µM
Cc1ccccc1[N+](=O)[O-]
  A: 4.8% | B: i | C: 29.9 | D: -0.8 | E: 45
COCCNC(=O)N1[C@H]2CC[C@@H]1C(C(=O)OC)=C(c1cccc(C#N)c1)C2
  A: 3.5% | B: i | C: 36.2 | D: -1.2 | E: 79

The list goes on:
Short keys – A = MgcRacGAP inhibition; B = T cell HTS; C = T cell HTS vesicle-bound %; D = NTR1 ag; E = NTR1 ag cell count 20 µM
COC(=O)C1=C(c2ccc3ccccc3c2)C[C@@H]2CC[C@H]1N2C(=O)NCc1ccc(C(F)(F)F)cc1
  A: 5.0% | B: i | C: 47.2 | D: -0.4 | E: 12
COC(=O)C1=C(c2ccccc2OCc2ccccc2)C[C@@H]2CC[C@H]1N2C(=O)NCc1ccc([N+](=O)[O-])cc1
  A: -1.0% | B: i | C: 36.2 | D: 0.4 | E: 68
CCC(=O)OC(Cc1ccccc1)(c1ccccc1)[C@H](C)CN(C)C (stereo partly specified)
  A: -5.2% | B: i | C: 8.9 | D: 1.2 | E: 60
COC(=O)C1=C(c2ccc(F)cc2F)C[C@@H]2CC[C@H]1N2C(=O)NCCOc1ccc(OC)cc1
  A: 2.1% | B: i | C: 52.3 | D: -0.1 | E: 59
COC(=O)C1=C(c2cccc(C#N)c2)C[C@@H]2CC[C@H]1N2C(=O)NCCNC(C)=O
  A: 8.6% | B: i | C: 38.3 | D: 4.3 | E: 51
CCc1nc2ccc(Br)cc2c(=O)n1-c1ccccc1C(F)(F)F
  A: 5.9% | B: i | C: 40.8 | D: 2.3 | E: 47
COC(=O)C1=C(c2cccc(OCc3ccccc3)c2)C[C@@H]2CC[C@H]1N2C(=O)NCc1cccc(C(F)(F)F)c1
  A: 2.0% | B: i | C: 32.6 | D: -0.7 | E: 52
BrCC(Br)C1CCC(Br)C(Br)C1 (stereo unspecified)
  A: 5.3% | B: i | C: 12.9 | D: 1.9 | E: 51
COC(=O)C1=C(c2ccc(OC)c(OC)c2)C[C@@H]2CC[C@H]1N2C(=O)NCC1CC1
  A: 7.4% | B: i | C: 43.8 | D: -1.8 | E: 54
COC1=CC=C2[C@H]3Cc4ccc(OC)c5c4[C@@]2(CCN3C)C1O5 (stereo partly specified)
  A: -0.1% | B: i | C: 5.2 | D: 1.6 | E: 51
Cc1cnc(-n2c(=S)[nH]c3ccccc3c2=O)s1
  A: 11.4% | B: i | C: 28.1 | D: 2.3 | E: 50
CCCNC(=O)N1[C@H]2CC[C@@H]1C(C(=O)OC)=C(c1c(C)noc1C)C2
  A: 4.6% | B: i | C: 54.5 | D: 2.4 | E: 62
C=CC(=O)NCNC(=O)C=C
  A: 1.2% | B: i | C: 29.8 | D: -0.6 | E: 55
Cc1cc(C(=O)OCC(=O)Nc2cccc(F)c2)c(C)n1C1CC1
  A: 6.2% | B: i | C: 41.8 | D: -1.4 | E: 41
COC(=O)C1=C(c2ccc(F)cc2OCc2ccccc2)C[C@@H]2CC[C@H]1N2C(=O)NCc1ccc(OC)c(OC)c1
  A: 8.7% | B: i | C: 30.5 | D: 1.9 | E: 49
COC(=O)C1=C(c2cccc(OCc3ccccc3)c2)C[C@@H]2CC[C@H]1N2C(=O)NCc1ccc(Br)cc1
  A: 8.5% | B: i | C: 40.4 | D: 2.0 | E: 59
COC(=O)C1=C(c2ccc(OC)c(OC)c2)C[C@@H]2CC[C@H]1N2C(=O)NC1Cc2ccccc2C1
  A: 8.8% | B: i | C: 19.8 | D: -2.4 | E: 59
C=CCN1CC[C@]23c4c5ccc(O)c4OC2C(O)CC[C@@]3(O)[C@H]1C5 (stereo partly specified)
  A: 2.1% | B: i | C: 3.2 | D: 1.6 | E: 88
COC(=O)C1=C(c2cccc(OCc3ccccc3)c2)C[C@@H]2CC[C@H]1N2C(=O)NCc1ccc(F)cc1
  A: 10.1% | B: i | C: 39.5 | D: 1.2 | E: 65
COC(=O)C1=C(c2ccc(-c3ccccc3)c(F)c2)C[C@@H]2CC[C@H]1N2C(=O)NC(C)C
  A: 6.7% | B: i | C: 22.1 | D: 0.4 | E: 44
C[C@@H]1O[C@@H](O[C@@H]2C=C3CC[C@@H]4C(CC[C@]5(C)[C@@H](c6ccc(=O)oc6)CC[C@]45O)[C@@]3(C)CC2)[C@H](O)[C@H](O)[C@H]1O (stereo partly specified)
  A: 5.3% | B: i | C: 27.3 | D: -1.3 | E: 52
COC(=O)C1=C(c2ccc3ccccc3c2)C[C@@H]2CC[C@H]1N2C(=O)N1CCC(C)CC1
  A: 8.1% | B: i | C: 44.3 | D: -1.5 | E: 59
CC(C)(O)C(=O)Nc1ccc([N+](=O)[O-])c(C(F)(F)F)c1
  A: 9.2% | B: i | C: 32.6 | D: 0.7 | E: 56
COC(=O)C1=C(c2ccc(OC)c(OC)c2)C[C@@H]2CC[C@H]1N2C(=O)NC1CCCCC1
  A: 9.8% | B: i | C: 32.0 | D: 6.0 | E: 65
COC(=O)C1=C(c2ccc(OC(F)(F)F)cc2)C[C@@H]2CC[C@H]1N2C(=O)NCCNC(C)=O
  A: 5.9% | B: i | C: 28.9 | D: 0.3 | E: 44

Quoted from the listing.
C=C[C@@H]1C2=CCOC(=O)C2=CO[C@H]1O[C@@H]1O[C@H](CO)[C@@H](O)[C@H](O)[C@H]1O | NTR1 ag cell count 20 µM = 69
COC(=O)C1=C(c2ccc(S(C)(=O)=O)cc2)C[C@@H]2CC[C@H]1N2C | MgcRacGAP inhibition = 9.7%
Cc1ccccc1[N+](=O)[O-] | T cell HTS vesicle-bound % = 29.9
CCCNC(=O)N1[C@H]2CC[C@@H]1C(C(=O)OC)=C(c1c(C)noc1C)C2 | NTR1 ag cell count 20 µM = 62
COC(=O)C1=C(c2ccc(OC)c(OC)c2)C[C@@H]2CC[C@H]1N2C(=O)NCC1CC1 | NTR1 ag = -1.8

(further entries)
Short keys – A = MgcRacGAP inhibition; B = T cell HTS; C = T cell HTS vesicle-bound %; D = NTR1 ag; E = NTR1 ag cell count 20 µM
O=[N+]([O-])CCO
  A: 6.3% | B: i | C: 29.9 | D: 0.2 | E: 51
COC(=O)C1=C(c2ccc3ccccc3c2)C[C@@H]2CC[C@H]1N2C(=O)N1CCOCC1
  A: 7.2% | B: i | C: 31.9 | D: -0.9 | E: 53
Cc1ccc2c(c1N)C(=O)c1ccccc1C2=O
  A: 0.9% | B: i | C: 39.9 | D: -2.0 | E: 59
O=C(CCC(=O)N1C[C@H]2C[C@@H](C1)c1cccc(=O)n1C2)NCc1ccccc1C(F)(F)F
  A: 0.8% | B: i | C: 26.3 | D: -1.7 | E: 57
COC(=O)C1=C(c2ccc(C(C)=O)cc2)C[C@@H]2CC[C@H]1N2C(=O)NCCNC(C)=O
  A: 11.2% | B: i | C: 56.5 | D: 0.1 | E: 24
COC(=O)C1=C(c2ccccc2OCc2ccccc2)C[C@@H]2CC[C@H]1N2C(=O)NCc1ccc(OC)cc1
  A: 9.3% | B: i | C: 55.3 | D: -1.4 | E: 51
COC(=O)C1=C(c2ccc(C(C)=O)cc2)C[C@@H]2CC[C@H]1N2C
  A: 7.6% | B: i | C: 26.4 | D: -0.1 | E: 58
COC(=O)C1=C(c2ccc(F)cc2F)C[C@@H]2CC[C@H]1N2C(=O)NCCO
  A: 13.5% | B: i | C: 55.0 | D: 0.5 | E: 67
Brc1ccc(Oc2ccc(Br)cc2Br)c(Br)c1
  A: 7.7% | B: i | C: 21.3 | D: 0.7 | E: 54
C[C@]12CC[C@H](OC(=O)CCC(=O)O)CC1=CCC1C2CC[C@@]2(C)C1CC[C@@H]2OC(=O)CCC(=O)O (stereo partly specified)
  A: -0.3% | B: i | C: 30.5 | D: -3.3 | E: 58
COC(=O)C1=C(c2ccc(-c3ccccc3)c(F)c2)C[C@@H]2CC[C@H]1N2C(=O)NCCOc1ccccc1Cl
  A: 7.8% | B: i | C: 14.9 | D: 1.1 | E: 54
Cn1cc(C(=O)OCC(=O)NC2(C#N)CCCC2)c2ccccc21
  A: 7.1% | B: i | C: 26.7 | D: -1.2 | E: 46

Bioassay records deposited in PubChem by several laboratories.
